Bioassay records: PubChem, several laboratories
MITF act – activators of MITF-driven TRPM1 promoter activity in SK-MEL-5 cells; SK-MEL-5 TRPM1-promoter luciferase, 24 h; % of positive control, neutral wells = 0; activation, % at 12.5 µM; 300,000 tested, 0.75% active;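 active means mean activation of at least 80% with every replicate also reaching 80%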;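 further: 0% = neutral control wells and 100% = parthenolide positive control wells; values of inactives mirror those of a sister screen read the other way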
SR-BI DiI inh – inhibitors of mouse SR-BI mediated HDL lipid uptake; inhibition, % at 12.5 µM; Q61009; ldlA[mSR-BI] CHO cells, DiI-HDL uptake fluorescence, 3 h; 320,000 tested, 0.96% active;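 active means mean replicate inhibition of at least 70% and a set share of replicates each scoring 70 or more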;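 further: 0% = median of neutral control wells and 100% = median of positive control wells; values of inactives mirror those of a sister screen read the other way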
SR-BI uptake up – SR-BI HDL lipid transfer activation | CHO ldlA[mSR-BI] cells, DiI-HDL uptake fluorescence, 3 h; 100 = double the neutral-control signal | activation, % at 12.5 µM | 320,000 tested, 0.096% active | AID 504775;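 active means mean replicate activation of at least 60% and every replicate at or above 60%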;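 further: 0% = median plate neutral-control signal and 100% = twice that signal; values of inactives mirror those of a sister screen read the other way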
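Test system: SR-BI-overexpressing, LDLR-lacking CHO cells; Also added: labelled HDL, 10 µg/mL; Measured by: bottom-read cell fluorescence after medium removal, ex 550/em 595 nm; Timing: 3 h uptake period with compound, 37 °C; Buffer or medium: F12, 0.5% BSA, 25 mM HEPES; Doses: single compound concentration, delivered by pin transfer.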
Wnt bcat act – activators of Wnt/beta-catenin signaling. 300,000 tested, 1.2% active. Wnt/beta-catenin reporter cell assay, activator, plate reader. activation, % at 9.35 µM. AID 743398; in the data active means activation above about 30%, passing the limit was not always enough;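 further: 0% = neutral control wells and 100% = positive control wells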
CDK5 inh – blocks human CDK5/p35 kinase activity; inhibition, % at 10 µM; 330,000 tested, 0.01% active; Recombinant CDK5/p35, ADP-Glo luminescence, 60 min; Q00535+Q15078;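 active means highest replicate inhibition of at least 50% and at least 75% of replicates reaching 50%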;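 further: plate controls were DMSO neutral control for no effect and GW8510 at 10 µM for full effect; many of its hits are not listed in these tables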
HTR5A ag – activates human HTR5A in OPRM1-OPRD1 agonist counter-screen; P47898; HTR5A agonist assay, luminescence, cell-based; 340,000 tested, 0.61% active; activation, % at 9.3 µM; in the data active means activation mostly above about 9.5%, no sharp cut-off; inactive means mostly below about 7.6%;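 further: 0% = cells with vehicle only and 100% = reference agonist; strong numbers were not always called active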
Target sequence (P47898 whole entry, looked up): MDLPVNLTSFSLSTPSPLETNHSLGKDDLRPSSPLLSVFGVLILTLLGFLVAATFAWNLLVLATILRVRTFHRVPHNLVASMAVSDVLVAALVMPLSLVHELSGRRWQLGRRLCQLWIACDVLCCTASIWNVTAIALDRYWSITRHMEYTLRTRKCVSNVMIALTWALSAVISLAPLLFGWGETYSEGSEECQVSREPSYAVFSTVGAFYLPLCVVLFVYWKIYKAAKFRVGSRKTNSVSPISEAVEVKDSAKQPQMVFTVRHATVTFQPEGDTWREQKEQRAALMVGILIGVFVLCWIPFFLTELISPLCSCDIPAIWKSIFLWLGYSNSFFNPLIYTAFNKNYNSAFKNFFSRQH
PvdQ acylase – P. aeruginosa PvdQ acylase inhibition; purified PvdQ acylase, fluorescence plate reader; inhibition, % at 10 µM; 340,000 tested, 0.063% active; AID 488965; in the data active means inhibition above about 30%, passing the limit was not always enough;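 further: 0% = vehicle neutral wells and 100% = reference inhibitor wells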
dFosB act – enhances mouse delta FosB homodimer DNA binding | purified delta FosB, TAMRA-CDK5 oligo fluorescence polarization; percent of positive-control signal above neutral wells | 340,000 tested, 0.99% active | P13346 | activation, % at 25 µM | AID 493131;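 active means mean activation above about 17%, with every replicate also reaching it, limit read from the data, passing the limit was not always enough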;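 further: fluorescence polarization rise as delta FosB binds a TAMRA Cdk5 AP-1 oligo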
RTF Ca sens act – increases calcium sensitivity of human cardiac regulated thin filaments | P19429+P45379 | activation, % at 7.2 µM | IANBD-labeled TnC RTF fluorescence at EC20 calcium; 0% EC20 calcium, 100% full calcium | 340,000 tested, 0.24% active;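 active means activation above the mean over all tested compounds plus 3 SD, cut at about 30% in these data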;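 further: rise in fluorescence read as greater calcium sensitivity of cardiac thin filaments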
Rtt109 Vps75 – inhibitors of Candida albicans Rtt109/Vps75 histone acetyltransferase; 330,000 tested, 0.16% active; AID 540336; inhibition, % at 34.9 µM; purified Rtt109/Vps75, ThioGlo CoA-SH fluorescence, 4 h;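 active means inhibition of at least 50% in every replicate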
Target sequence (Q5AAJ8 whole entry, looked up): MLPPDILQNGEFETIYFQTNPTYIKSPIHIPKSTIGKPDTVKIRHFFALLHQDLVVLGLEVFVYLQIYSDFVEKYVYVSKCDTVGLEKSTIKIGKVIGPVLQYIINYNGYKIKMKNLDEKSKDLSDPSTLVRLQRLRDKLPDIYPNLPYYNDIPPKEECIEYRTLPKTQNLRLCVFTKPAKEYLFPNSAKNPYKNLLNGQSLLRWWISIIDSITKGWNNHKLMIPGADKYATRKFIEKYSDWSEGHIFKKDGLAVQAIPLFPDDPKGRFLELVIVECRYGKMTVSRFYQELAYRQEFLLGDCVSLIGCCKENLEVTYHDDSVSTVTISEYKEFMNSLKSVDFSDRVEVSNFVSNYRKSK
An asterisk follows results filed as active; i = inactive; . = not tested or not shown; & = joins results of further samples.

| # | Compound | MITF act | SR-BI DiI inh | SR-BI uptake up | Wnt bcat act | CDK5 inh | HTR5A ag | PvdQ acylase | dFosB act | RTF Ca sens act | Rtt109 Vps75 |
| --- | --- | --- | --- | --- | --- | --- | --- | --- | --- | --- | --- |
| 1 | O=C(NCCc1cccnc1)C1CCC(=O)N(Cc2cccc(C(F)(F)F)c2)C1 (stereo not given) | -5 | -15 | 15 | -1 | 0.4 | 7 | -6 | -8 | -2 | -12 |
| 2 | N#Cc1nc(COc2ccc(Br)cc2)oc1NCCCn1ccnc1 | 13 | -16 | 16 | . | 0.9 | -1 | -5 | -7 | 12 | 2 |
| 3 | COc1ccc(CN2CCN(C(=O)c3ccc(F)cc3)CC2)c(OC)c1 | 2 | 13 | -13 | -1 | 0.1 | -2 | -13 | -5 | -3 | 0 |
| 4 | C=CCn1c(SCC(=O)/C(C#N)=C(\C)N)nnc1C1CCCCC1 | -4 | -9 | 9 | . | -1.2 | -2 | 2 | -6 | 2 | . |
| 5 | O=C(CCc1nnc(Cc2ccc3c(c2)OCO3)o1)NC(c1ccccn1)C(F)(F)F (stereo not given) | 9 | 4 | -4 | -4 | 0.4 | 2 | -10 | -10 | -3 | 1 |
| 6 | O=C(Nc1ccc2c(c1)OCO2)Oc1ccccc1 | 19 | -14 | 14 | . | 2.0 | -2 | 7 | 1 | -3 | -2 |
| 7 | Cc1cccc(C)c1NC(=S)N(CCN(C)C)Cc1cccs1 | -10 | -16 | 16 | 2 | -2.1 | 2 | 0 | 2 | -4 | -4 |
| 8 | CC[C@@]1(C(=O)OC)N[C@H](CN(C)S(=O)(=O)c2ccc(-c3ccccc3)cc2)[C@@H]2C(=O)N(C)C(=O)[C@@H]21 | 4 | 12 | -12 | -1 | -6.0 | 1 | -13 | -11 | 1 | -5 |
| 9 | CC(=O)c1ccc(S(=O)(=O)N2CCC3(CC2)CC(=O)c2ccccc2O3)cc1 | -6 | -7 | 7 | -5 | 0.0 | 5 | -4 | -4 | 7 | 0 |
| 10 | Cc1cccc(NS(=O)(=O)c2cccc3cccnc23)n1 | -19 | -27 | 27 | -1 | 0.4 | 13* | 3 | -8 | 5 | 7 |

Sorted by heavy-atom count (largest number first): part of the list above
| # | Compound | MITF act | SR-BI DiI inh | SR-BI uptake up | Wnt bcat act | CDK5 inh | HTR5A ag | PvdQ acylase | dFosB act | RTF Ca sens act | Rtt109 Vps75 |
| --- | --- | --- | --- | --- | --- | --- | --- | --- | --- | --- | --- |
| 3 | COc1ccc(CN2CCN(C(=O)c3ccc(F)cc3)CC2)c(OC)c1 | 2 | 13 | -13 | -1 | 0.1 | -2 | -13 | -5 | -3 | 0 |
| 2 | N#Cc1nc(COc2ccc(Br)cc2)oc1NCCCn1ccnc1 | 13 | -16 | 16 | . | 0.9 | -1 | -5 | -7 | 12 | 2 |
| 7 | Cc1cccc(C)c1NC(=S)N(CCN(C)C)Cc1cccs1 | -10 | -16 | 16 | 2 | -2.1 | 2 | 0 | 2 | -4 | -4 |

3 of the compounds above, in transposed form:
#3 COc1ccc(CN2CCN(C(=O)c3ccc(F)cc3)CC2)c(OC)c1
#4 C=CCn1c(SCC(=O)/C(C#N)=C(\C)N)nnc1C1CCCCC1
#8 CC[C@@]1(C(=O)OC)N[C@H](CN(C)S(=O)(=O)c2ccc(-c3ccccc3)cc2)[C@@H]2C(=O)N(C)C(=O)[C@@H]21

Compound	3	4	8
MITF act	2	-4	4
SR-BI DiI inh	13	-9	12
SR-BI uptake up	-13	9	-12
Wnt bcat act	-1	.	-1
CDK5 inh	0.1	-1.2	-6.0
HTR5A ag	-2	-2	1
PvdQ acylase	-13	2	-13
dFosB act	-5	-6	-11
RTF Ca sens act	-3	2	1
Rtt109 Vps75	0	.	-5

More structures.
| # | Compound | MITF act | SR-BI DiI inh | SR-BI uptake up | Wnt bcat act | CDK5 inh | HTR5A ag | PvdQ acylase | dFosB act | RTF Ca sens act | Rtt109 Vps75 |
| --- | --- | --- | --- | --- | --- | --- | --- | --- | --- | --- | --- |
| 11 | O=S(=O)(c1ccc(Br)s1)N1CCC(Cc2ccccc2)CC1 | -8 | -1 | 1 | 6 | -0.5 | -3 | -7 | -8 | -8 | -8 |
| 12 | CC(C)OC(=O)CCC(=O)Nc1ccc(F)cc1 | -6 | -1 | 1 | 1 | -0.2 | -2 | -7 | -3 | -3 | -1 |
| 13 | CC(C)[C@H](NC(=O)c1ccccc1)C(=O)OCc1nnc(-c2ccccc2)o1 | 7 | -14 | 14 | 0 | -0.5 | . | -5 | -4 | . | 2 |
| 14 | CC1(C)CC(=O)c2c(nn(-c3ccccc3)c2N)C1 | 0 | 0 | 0 | 0 | -0.3 | -4 | 18 | 5 | 2 | 0 |
| 15 | Cc1cccc(NC(=O)Nc2ccc3c(c2)N(C)C(=O)CS3)n1 | 91* | 65 | -65 | 7 | 0.0 | 3 | -7 | -6 | -3 | -4 |
| 16 | CS(=O)(=O)N1CCN(C(=O)c2cc(-c3cccnc3)nc3ccc(Cl)cc23)CC1 | -12 | 0 | 0 | -1 | -3.1 | -2 | -25 | -12 | 12 | -7 |
| 17 | CCOC(=O)c1ccccc1NC(=O)C1=COCCO1 | 10 | -1 | 1 | -3 | -1.5 | 2 | -7 | -5 | -6 | 2 |
| 18 | Cc1nnc(Nc2ccc(Cl)c(C(F)(F)F)c2)[nH]c1=O | -7 | -12 | 12 | -2 | 1.0 | 0 | -13 | -2 | 8 | 1 |
| 19 | COc1cc2ccc(=O)oc2c(O[C@@H]2O[C@H](CO)[C@@H](O)[C@H](O)[C@H]2O)c1O | 3&-7 | -13&-5 | 13&5 | 0&-1 | 1.0&1.4 | -3&-2 | -15&0 | 5&5 | -5&-5 | i |
| 20 | CCCC1=NN2C(=N)/C(=C\c3cc(C)n(Cc4ccccc4)c3C)C(=O)N=C2S1 | . | 10 | -10 | 0 | -1.4 | -1 | -14 | -3 | 11 | 3 |

| # | Compound | MITF act | SR-BI DiI inh | SR-BI uptake up | Wnt bcat act | CDK5 inh | HTR5A ag | PvdQ acylase | dFosB act | RTF Ca sens act | Rtt109 Vps75 |
| --- | --- | --- | --- | --- | --- | --- | --- | --- | --- | --- | --- |
| 21 | O=c1ccccn1Cc1c(Cl)cccc1Cl | 5 | -19 | 19 | -1 | -1.9 | -4 | -6 | 1 | 1 | -3 |
| 22 | N#Cc1cnc(Sc2ccccc2)nc1 | -2 | -10 | 10 | 0 | -0.4 | 0 | -7 | 8 | 3 | -2 |
| 23 | COCCN(C(=O)Cc1ccc(OC)c(OC)c1)c1nc(-c2cc(OC)ccc2OC)cs1 | -7 | 0 | 0 | -4 | -2.7 | 1 | -17 | -3 | 6 | -18 |
| 24 | CC1COc2ccccc2N1C(=O)c1ccccc1Cl (stereo not given) | -2 | 2 | -2 | 1 | 1.0 | -3 | 4 | -6 | 1 | . |
| 25 | COc1ccc2c(COC(=O)CNS(=O)(=O)c3ccccc3)cc(=O)oc2c1 | 1 | -2 | 2 | -2 | 0.1 | 0 | -19 | -4 | -2 | 3 |
| 26 | O=C(O)/C=C\C(=O)Nc1ccccc1C(=O)N1CCC(O)(c2ccc(Cl)cc2)CC1 | . | -32 | 32 | -3 | -1.3 | 5 | 12 | -5 | 0 | -7 |
| 27 | CC(NC(=O)Cn1cnnn1)C12CC3CC(CC(C3)C1)C2 (stereo not given) | 0 | -26 | 26 | -3 | -1.9 | 5 | -12 | 1 | 0 | -6 |
